M. tuberculosis GlmU = inhibition of mycobacterial GlmU enzyme – biochemical, glucosamine-1-phosphate acetyltransferase (AID 1376). 0.25% of 220,000 active. inhibition, %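 (tested at 30 µM in the primary screen)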; hits with a dose series show IC50 in µM. M. tuberculosis GlmU acetyltransferase enzyme assay; higher % means a stronger effect; in the data active means inhibition above about 13%; inconclusive means no clear call, values can overlap the other calls;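 further: 0% = complete reaction with vehicle and 100% = reaction without substrate; strong numbers were not always called active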
Mtb RmlCD inh = M. tuberculosis RmlC/RmlD inhibition; RmlC+RmlD coupled enzyme assay, percent inhibition; primary screen in compound mixtures; 0.03% of 160,000 active; inhibition, % at 3.6 µM; in the data active means inhibition mostly above about 34%, no sharp cut-off; inconclusive means no clear call, values can overlap the other calls; inactive means mostly below about 22%; further: some results filed as inactive read as strong as hits
Target sequence (P9WH09 whole entry, looked up): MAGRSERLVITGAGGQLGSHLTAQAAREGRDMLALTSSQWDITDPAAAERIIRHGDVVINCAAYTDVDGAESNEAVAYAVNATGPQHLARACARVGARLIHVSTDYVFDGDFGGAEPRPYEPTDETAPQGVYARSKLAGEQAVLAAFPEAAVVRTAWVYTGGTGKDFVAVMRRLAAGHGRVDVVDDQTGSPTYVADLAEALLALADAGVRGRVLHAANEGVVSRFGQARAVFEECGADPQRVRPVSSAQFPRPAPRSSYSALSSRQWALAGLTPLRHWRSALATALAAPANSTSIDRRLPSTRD
Target sequence (P9WH11 whole entry, looked up): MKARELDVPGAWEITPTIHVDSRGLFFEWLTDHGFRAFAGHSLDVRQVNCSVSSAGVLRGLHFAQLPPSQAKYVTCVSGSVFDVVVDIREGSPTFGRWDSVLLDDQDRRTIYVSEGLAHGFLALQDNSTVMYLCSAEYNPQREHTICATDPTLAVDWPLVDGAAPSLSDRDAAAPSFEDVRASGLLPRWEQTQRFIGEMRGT
An asterisk follows results filed as active; ? = inconclusive; nt = not tested or not shown.

SMILES | M. tuberculosis GlmU | Mtb RmlCD inh
COc1cc(C(=O)NNC(=O)c2cc(C)[nH]n2)cc(OC)c1OC | 2.3% | 5.6
CCCC(=O)N(c1ccccc1)C1C=CS(=O)(=O)C1 (stereo not drawn) | -2.8% | 7.1
Cc1c(NC(=O)COC(=O)c2ccc(F)c(S(=O)(=O)N3CCOCC3)c2)c(=O)n(-c2ccccc2)n1C | -0.6% | -2.2
Cc1ccc(-c2nc(CN3CCCCC3CCN3CCCC3=O)c(C)o2)o1 (stereo not drawn) | 7.4% | 8.5
CCCNC(=O)C(NS(=O)(=O)c1cccc2nsnc12)c1ccccc1 (stereo not drawn) | 0.2% | -1.8
Cc1cc(C(=O)CCl)c(C)n1-c1cccc([N+](=O)[O-])c1 | -3.5% | nt
C=CCc1ccccc1OCCSc1nc2ccc([N+](=O)[O-])cc2s1 | 3.1% | -7.7
COC(=O)C1C2C=CC3(CN(c4cccc(C)c4)C(=O)C13)O2 (stereo not drawn) | nt | 7.9
CC(=O)c1cc2c(s1)-c1cc(F)ccc1OC2 | -1.8% | -4.2
Cc1cc(SCC(=O)c2cccs2)n2nc(C)c(-c3ccccc3)c2n1 | 0.8% | 5.4
COc1ccc(N2CCN(C(=O)CNS(=O)(=O)c3ccc(C)c(C)c3)CC2)cc1 | -6.5% | 13.5
CN(C)CCN(C(=O)CCc1ccccc1)c1nc2c(F)cc(F)cc2s1 | 4.9% | 5.1
O=C(O)c1ccc2c(c1)C(=O)N(c1ccc(/C=C/C(=O)c3ccccc3)cc1)C2=O | 1.6% | -9.8
CC(C)CC(c1nnnn1C1CCCC1)N1CCC(C(N)=O)CC1 (stereo not drawn) | -0.2% | 58.2
COc1ccc(C2N(C(=O)c3ccccc3)CCN2C(=O)c2ccccc2)cc1 | -1.0% | 3.8
Cc1cccc(NC(=O)CCS(=O)(=O)c2cccc3nsnc23)c1C | 1.8% | nt
O=C(Nc1cccc(C(F)(F)F)c1)C1CCCN1S(=O)(=O)c1cccc2cccnc12 (stereo not drawn) | 1.2% | nt
CC(C)C(C(=O)OCC(=O)c1cccc([N+](=O)[O-])c1)N1C(=O)[C@@H]2[C@H]3CC[C@H](C3)[C@@H]2C1=O (stereo partly drawn) | 6.8% | 6.6
Cc1cc(C)nc(SCc2nnc(SCC(=O)N3CCCc4ccccc43)n2C)n1 | -4.9% | 18.4
COc1ccc(N2C(=O)CC(Sc3nnc(-c4ccccc4F)n3C)C2=O)cc1 (stereo not drawn) | -7.5% | 9.8
COc1cccc(CN2CCN(C(=O)c3ccc(-c4ccccc4)cc3)CC2)c1 | 1.0% | 6.0
COC(=O)C1=C(C)NC(C)=C(C(=O)OC)C1C(=O)OC(C)C(=O)c1ccccc1 (stereo not drawn) | -1.9% | -10.6
CCOC(=O)Cn1cnc2sc(C(=O)OC)c(C)c2c1=O | -2.4% | 6.8
Cc1cc(C(=O)NCCC2=CCCCC2)no1 | 1.4% | nt
Cc1ccc(C2C(C#N)=C(N)Oc3n[nH]c(-c4cccs4)c32)cc1 (stereo not drawn) | 16.1% | nt
CCCCn1c(C)csc1=Nc1cccnc1 | -0.5% | 3.3
CCC(CCC(=O)Nc1ccn(-c2ccccc2)n1)C(=O)O (stereo not drawn) | -1.2% | nt
O=C(O)CC12C[C@H]3C[C@@H](C1)CC(n1ncc(N4CCN(c5ccccc5)CC4)c(Cl)c1=O)(C3)C2 | 2.2% | 7.3
O=c1cc(O)nc[nH]1 | 4.0% | nt
CCCC(=O)Nc1cc2c(cc1C(=O)c1ccccc1)OCCO2 | -5.6% | 7.3
CCSc1nc2ccccc2n1Cc1nc(N)nc(N(C)C)n1 | -1.5% | -2.9
COc1cc(OC)c(C(=O)NCCCN2CCOCC2)cc1OC | 7.1% | 3.2
O=C(Cn1nnc(-c2cccs2)n1)NNC(=O)c1ccccc1Cl | 1.0% | 6.4
O=C(NC(=S)NCc1cccnc1)c1ccc([N+](=O)[O-])cc1 | 7.0% | 2.9
Cc1ccc(-c2nnn(CC(=O)N(Cc3cccs3)C(C(=O)NC(C)(C)C)c3ccco3)n2)o1 (stereo not drawn) | 0.9% | 12.0
CN1/C(=C\C(=O)COC(=O)C2COc3ccccc3O2)C(C)(C)c2ccccc21 (stereo not drawn) | nt | 13.3
CN(CCCCC(=O)/C=N/O)Cc1ccccc1 (tested in a mixture with another compound) | -0.6% | 10.6
N#C/C(=C\c1c(N2CCCCC2)nc2ccccn2c1=O)S(=O)(=O)c1ccccc1 | 4.9% | 10.2
COc1ccc(/C=C/C(=O)c2cc(Br)ccc(=O)c2O)cc1 | 6.0% | -7.1
CCOC(=O)c1sc(=S)n(CC)c1N | 1.2% | nt
NC(=O)c1cc(N)ccc1N1CCCCC1 | -2.1% | 0.5
Cc1cccc(CSc2nc3c(c(=O)n2C)SCC3)c1 | -2.2% | 7.6
Nc1nccnc1C(=O)N/N=C/c1ccco1 | -3.0% | 13.6
COc1cc(/C=C(/C#N)c2nc3ccccc3c(=O)[nH]2)ccc1O | -8.5% | -14.8
CC(C)(Oc1ccc(Cl)cc1)C(=O)OCC(=O)N1CCCC1 | 2.6% | nt
O=C(CSc1nc2ccccc2[nH]1)NCC1CCCO1 (stereo not drawn) | 1.5% | 8.4
O=C(Nc1ccc(-c2ccc3nncn3n2)cc1)C1CCCCC1 | 4.1% | -6.5
COc1cc(/C=C2\SC(=S)N(c3cccnc3)C2=O)ccc1O | 7.7% | nt
O=C(Nc1cnc2ccccc2c1)N1CCCCC1 | 2.5% | 8.1
Cc1nc(SCC(=O)Nc2c(C)n(C)n(-c3ccccc3)c2=O)n[nH]1 | 0.0% | nt
COc1cc2c(cc1OC)CN(c1nc(CN3CCCCC3)nc3sc4c(c13)CCCC4)CC2 | -2.6% | 16.6
CN(c1ccc(F)cc1)S(=O)(=O)c1ccc(Cl)c(C(=O)Nc2ccc3c(c2)CCC3)c1 | 6.0% | 9.8
CC(=O)OC1c2ccccc2C(=O)N1Cc1ccccc1 (stereo not drawn) | 0.8% | -7.1
CC(=O)C1=C(O)C(=O)N(Cc2ccco2)C1c1ccc(F)cc1 (stereo not drawn) | 0.0% | 105.5
O=C(NCCN=C1NS(=O)(=O)c2ccccc21)c1ccco1 | 5.8% | nt
Cn1c(=O)c2ncn(CC(=O)Nc3ccc4c5c(cccc35)CC4)c2n(C)c1=O | 0.2% | -1.4
Cc1c(C(=O)OC/C(O)=C(\C#N)c2nc3ccccc3[nH]2)oc2ccccc12 | -1.2% | 5.8
CN(C)c1ccnc(Oc2ccc(F)cc2)c1C#N | 0.9% | 20.2
O=C(O)CCCN1C(=O)/C(=C\c2ccc(-c3nc4ccccc4s3)o2)SC1=S | 1.2% | -12.4
Fc1ccccc1NC(=S)N/N=C/c1ccccc1Br | 0.0% | nt

The list continues:
SMILES | M. tuberculosis GlmU | Mtb RmlCD inh
C=CCn1c(=O)c(C(=O)NCCN(CC)CC)c(O)c2ccccc21 | 0.6% | 8.7
CC(=O)OCCCCON1C(=O)c2ccccc2C1=O | 0.2% | nt
CCOC(=O)N1CCC(N(CCOC)C(=S)Nc2cccc(SC)c2)CC1 | -1.8% | ?
O=C(O)C1CCCNC1 (stereo not drawn) | 4.2% | nt
N#Cc1ccc(COC(=O)c2ccc(N3CCCC3)c([N+](=O)[O-])c2)cc1 | -0.4% | -10.0
CCOc1ccc(N2CC(C(=O)NCc3ccccc3)CC2=O)cc1 (stereo not drawn) | 2.5% | -8.1
Cc1ccc(-c2nc(CS(=O)(=O)CC(=O)NC3CCCCC3C)c(C)o2)cc1 (stereo not drawn) | 2.5% | 2.1
Nc1c(Cl)cc(-c2csc(N3CCCC3c3nc4cc(Cl)c(N5CCCCC5)cc4n3CCOCCO)n2)cc1Cl (stereo not drawn) | 1.1% | nt
Nc1ccc(Sc2nc3ccccc3[nH]2)cc1 | 6.0% | -7.8
Cc1ccc([N+](=O)[O-])c(C)[n+]1C | -2.9% | -7.8
Cc1nn(C)cc1/C=N\NC(=O)c1ccc(Cn2cc(Cl)cn2)cc1 | 0.4% | nt
O=C(Oc1ccc[nH]c1=O)c1cccc(Cl)c1 | 0.4% | -10.7
O=C(CSc1nnc2ccccn12)Nc1ccc(S(=O)(=O)N2CCOCC2)cc1 | 0.3% | -7.1
CC(C)NC(=O)c1nn2c(C(F)(F)F)cc(-c3ccco3)nc2c1Cl | -1.7% | -9.3
O=C(CCS(=O)NCc1ccccc1)NCc1ccccc1 (stereo not drawn) | -4.5% | ?
CCC(=O)OC1(C)C(=O)C=C2C=C(CCCC(=O)OC)OC=C2C1=O (stereo not drawn) | 1.1% | nt
CC(C)(C)c1ccc(-c2noc(CCC(=O)NCC3CCCO3)n2)cc1 (stereo not drawn) | 2.5% | 2.7
O=C(Nc1ccc(-c2nc3ccccc3[nH]2)cc1)c1ccccc1NS(=O)(=O)c1ccc(F)cc1 | 1.4% | nt
COc1ccc(OC)c2c1sc(=NC(=O)C1CCCCC1)n2C | 0.0% | -13.3
O=C(OCc1ccc(Cl)c(Cl)c1)c1cnccn1 | 2.5% | nt
Nc1c(C(=O)Nc2ccccc2)sc2ncc([N+](=O)[O-])cc12 | -5.8% | nt
O=C(O)CCN1C(=O)/C(=C\c2ccncc2)SC1=S | -1.0% | -9.5
Cc1ccc(Nc2nnc(SCC(=O)N(C)C3CCS(=O)(=O)C3)s2)cc1 (stereo not drawn) | 6.2% | -9.7
CCN(CC)CCN=Cc1c(O)n(C2CCCCCC2)c(=O)[nH]c1=O | 0.6% | 10.2

An excerpt of these results, with values under each structure:
Under each structure: M. tuberculosis GlmU, Mtb RmlCD inh
O=C(CSc1nnc2ccccn12)Nc1ccc(S(=O)(=O)N2CCOCC2)cc1
 : 0.3%, -7.1
CC(C)NC(=O)c1nn2c(C(F)(F)F)cc(-c3ccco3)nc2c1Cl
 : -1.7%, -9.3
O=C(CCS(=O)NCc1ccccc1)NCc1ccccc1 (stereo not drawn)
 : -4.5%, ?
CCC(=O)OC1(C)C(=O)C=C2C=C(CCCC(=O)OC)OC=C2C1=O (stereo not drawn)
 : 1.1%, nt
CC(C)(C)c1ccc(-c2noc(CCC(=O)NCC3CCCO3)n2)cc1 (stereo not drawn)
 : 2.5%, 2.7

Following part.
SMILES | M. tuberculosis GlmU | Mtb RmlCD inh
Cc1cc(C)n2nc(S(=O)(=O)NCCc3ccccc3)nc2n1 | 5.4% | -4.1
Cc1cccc(/C=N/NC(=O)NC2CCCCC2)c1 | -2.8% | 31.9
COc1cc2[nH]c(=S)n(NC(=O)c3ccccc3)c(=O)c2cc1OC | 4.7% | nt
Cc1ccc(NS(C)(=O)=O)c(C(=O)c2ccccc2)c1 | -2.3% | -4.6
CCCn1nnnc1NC(=O)c1cc(Br)ccc1OC | -1.4% | -7.2
Cc1cc(N/N=C/c2ccc(Cl)cc2Cl)nc(NCc2ccccc2)n1 | -2.3% | -6.7
CCn1nnnc1SCC(=O)N1c2ccccc2Sc2ccccc21 | -8.4% | 1.7
O=S(=O)(/N=C/c1ccccc1O)c1cccs1 | 3.6% | -5.8
CCc1ccc(NC(=O)Nc2ccncc2)cc1 | -4.3% | 3.1
COc1ccc(NC(=O)C2CCCN(c3c4c(nc5ncnn35)CCC4)C2)cc1OC (stereo not drawn) | -4.0% | 83.9
CCCCn1c(N)c(S(=O)(=O)c2ccc(C)cc2)c2nc3ccccc3nc21 | 1.2% | nt
CC(C)(C)NC(=O)CSc1nnc(-c2ccncc2)n1Cc1ccccc1 | 0.9% | 12.0
O=C(Nc1ccc(Cl)cn1)c1cccc(F)c1 | 0.8% | -2.5
Cc1ccc(-c2nnnn2CS(=O)(=O)c2ccccc2)cc1 | -0.7% | nt
O=C(NCn1cnccc1=O)c1ccccc1 | -2.8% | 7.3
S=C(NCc1ccc(Cl)cc1)NC12CC3CC(CC(C3)C1)C2 | 4.4% | nt
Nc1ccc(-n2nnnc2CN2CCOCC2)cc1 | 1.7% | nt
CC(C)C(=O)NC(Nc1ccc(S(N)(=O)=O)cc1)C(Cl)(Cl)Cl (stereo not drawn) | 5.2% | -3.2
CC(/C=C1\SC(=S)N(NC(=O)c2cccc(O)c2)C1=O)=C\c1ccccc1 | 7.2% | -7.3
O=C(/C=C/c1cn(CC(O)CN2CCCCC2)c2ccccc12)c1cccs1 (stereo not drawn) | -11.6% | nt
COc1cccc(-n2nnc(S(=O)(=O)c3ccc(C)cc3)c2N)c1 | 2.2% | -8.3
CC1(C)Cc2c(sc(NC(=O)/C=C/C(=O)O)c2C#N)CO1 | 1.4% | nt
CCOC(=O)C1CCN(C(=O)c2cc3ccccc3oc2=O)CC1 | 1.8% | 2.2
COc1ccc(CCNc2oc(Cc3cccc4ccccc34)nc2C#N)cc1OC | 2.9% | 5.6

Reformatted as labelled records: entries from further up.
compound: COc1cccc(-n2nnc(S(=O)(=O)c3ccc(C)cc3)c2N)c1
- M. tuberculosis GlmU: 2.2%
- Mtb RmlCD inh: -8.3

compound: CC1(C)Cc2c(sc(NC(=O)/C=C/C(=O)O)c2C#N)CO1
- M. tuberculosis GlmU: 1.4%
- Mtb RmlCD inh: nt

compound: CCOC(=O)C1CCN(C(=O)c2cc3ccccc3oc2=O)CC1
- M. tuberculosis GlmU: 1.8%
- Mtb RmlCD inh: 2.2

compound: COc1ccc(CCNc2oc(Cc3cccc4ccccc34)nc2C#N)cc1OC
- M. tuberculosis GlmU: 2.9%
- Mtb RmlCD inh: 5.6

Following part.
SMILES | M. tuberculosis GlmU | Mtb RmlCD inh
COc1ccccc1-c1nnc(NC(=O)c2ccc(S(=O)(=O)N(C)Cc3ccccc3)cc2)o1 | 0.0% | 6.6
Cc1ccc(O)c(-c2cc(C(F)(F)C(F)F)nc(-c3ccccc3)n2)c1 | -4.0% | -3.5
CCCOc1ccccc1Nc1nnc(C)c(=O)[nH]1 | -1.9% | -13.4
CCCCCNC(=O)CN(c1ccc2c(c1)OCO2)S(C)(=O)=O | -3.9% | nt
CCOC(=O)C(C)Sc1nc2c([nH]c3ccccc32)c(=O)n1C (stereo not drawn) | 0.6% | nt
CC(C)(C)NCCCOc1ccc(Cl)cc1C(C)(C)C | -4.9% | -4.9

Not all compounds are listed; count on the stated rates, not on these rows.
